IDE inh = human IDE inhibitors in live cells, primary screen, fluorescence polarization, HEK cells, FAbetaB substrate; AID 434962, 2010; inhibition, % at 5.59 µM; actives 0.41% (n = 320,000); Insulin-degrading enzyme (Homo sapiens), P14735; FAbetaB cleavage;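 active means percent inhibition above the average of all tested compounds plus 3 SD, set per screening campaign, cut at about 16% in these data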;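 further: IDE supplied by intact live HEK cells; FP after avidin binding of uncleaved biotin substrate so inhibition keeps polarization high; 0% = DMSO wells and 100% = 60 µM reference IDE inhibitor Ii1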
IDE act = human IDE activators in live cells, primary screen, fluorescence polarization, HEK cells, FAbeta-B substrate | FAbeta-B cleavage; 0% vehicle, 100% cell-free pure enzyme wells | activation, % at 5.96 µM | actives 0.073% (n = 340,000) | AID 493087, 2011;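 active means activation above the mean of all tested compounds plus 3 SD, set per screening campaign, cut at about 17% in these data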
CRFR2-BP antag = antagonists of CRF-BP/CRF-R2 complex, primary screen, cell-based, HEK293, calcium dye fluorescence, uHTS; CRF-induced calcium fluorescence; AID 588475, 2011; actives 0.59% (n = 350,000); inhibition, % at 11.8 µM;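 active means inhibition of the ligand-induced calcium signal above about 50% at the single tested concentration, limit read from the data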
p-CIP stab down = p/CIP-EGFP fusion destabilizers, primary screen, fluorescence, F442A cells; Q05BA5; 16 h; decrease of EGFP signal, % at 10 µM; actives 0.01% (n = 290,000); AID 1984, 2009;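 active means EGFP signal decrease of at least 30% at 10 µM or well 3 SD below plate mean, unless failing retest; inactive means the rest, including hits failing retest or dose response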; further: some compounds called inactive have numbers as strong as hits; many of its hits are not listed in these tables
CRFBP-R2 agonist = agonists of CRF-BP/CRF-R2 complex, primary screen, cell-based, HEK293, calcium dye fluorescence, uHTS; CRF-binding protein / CRF receptor 2 complex (human); calcium dye fluorescence (FLIPR); percent of saturating CRF peptide response; activation, % at 13.2 µM; actives 0.46% (n = 350,000); AID 588473, 2011;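 active means activation of at least 50%, plus an integration ratio under a set limit after plate pattern correction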;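 further: plate controls were neutral control wells without compound for no effect and CRF at EC100 for full effect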
MEKK3 PB1 HTS = modulators of MEKK3-MEK5 PB1 binding, primary screen, biochemical, wildtype MEKK3, multiplex bead flow cytometry, Alexa488-MEK5. Mitogen-activated protein kinase kinase kinase 3 (Homo sapiens), Q99759. bead-based flow cytometry, Alexa488-MEK5 binding to MEKK3; actives lie on both sides; 0 = blocked by unlabeled MEK5, 100 = vehicle. binding response (% of control), % at 10 µM. actives 1.4% (n = 290,000);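 active means binding response more than 3 SD above or below the average of its plate-row segment, actives on both sides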;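 further: Alexa488 bead fluorescence after subtracting the streptavidin-only scavenger bead signal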
GalR3 antag = GalR3 antagonists in HEK293 cells, primary screen, cell-based, fluorescence readout | Galanin receptor type 3 (Homo sapiens), O60755 | HEK293 GalR3-CNG cAMP membrane potential fluorescence; galR3 body fused to GalR1 C-terminus | inhibition, % at 3 µM | actives 0.44% (n = 360,000) | AID 651719, 2012;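 active means inhibition above the screen-wide average plus 3 SD, cut at about 13% in these data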;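 further: forskolin and galanin both at EC90 stimulate the cells; cAMP rise reported by CNG channel membrane potential dye signal; 0% = forskolin plus galanin with DMSO and 100% = forskolin alone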
Target sequence (O60755 1-299 limits assumed): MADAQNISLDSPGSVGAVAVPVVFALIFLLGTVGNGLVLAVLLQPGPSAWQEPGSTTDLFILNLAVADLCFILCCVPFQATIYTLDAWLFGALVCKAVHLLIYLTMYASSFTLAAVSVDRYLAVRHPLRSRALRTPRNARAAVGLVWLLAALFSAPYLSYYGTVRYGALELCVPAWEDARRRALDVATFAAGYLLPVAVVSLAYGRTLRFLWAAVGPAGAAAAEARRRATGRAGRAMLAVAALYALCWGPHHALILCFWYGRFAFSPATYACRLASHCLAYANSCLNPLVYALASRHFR
CHRM4 PAM = human M4 muscarinic receptor positive allosteric modulators, primary screen, CHO-K1 cells, Fluo-8 calcium fluorescence | CHO-K1 hM4/Gqi5, ACh EC20; 0% = ACh EC20, 100% = maximal ACh | activation, % at 3 µM | actives 0.4% (n = 360,000);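 active means activation above its plate's cutoff, the mean activation of sample wells plus 3 SD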; further: some results filed as inactive read as strong as hits
Target sequence (P08173 whole entry, looked up): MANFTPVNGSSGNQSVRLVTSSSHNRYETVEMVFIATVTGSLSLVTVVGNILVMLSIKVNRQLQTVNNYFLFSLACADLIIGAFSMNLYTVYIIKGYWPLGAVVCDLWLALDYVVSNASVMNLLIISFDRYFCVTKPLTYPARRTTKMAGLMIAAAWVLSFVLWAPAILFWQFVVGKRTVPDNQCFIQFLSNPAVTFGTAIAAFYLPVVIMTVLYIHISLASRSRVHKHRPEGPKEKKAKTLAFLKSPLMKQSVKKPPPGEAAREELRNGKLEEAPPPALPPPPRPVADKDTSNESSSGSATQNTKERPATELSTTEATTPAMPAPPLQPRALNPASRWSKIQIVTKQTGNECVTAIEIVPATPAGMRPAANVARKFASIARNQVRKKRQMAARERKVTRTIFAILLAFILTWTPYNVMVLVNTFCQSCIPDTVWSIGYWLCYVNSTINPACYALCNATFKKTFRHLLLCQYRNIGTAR
PHOSPHO1 block = PubChem AID 1565; Phosphoethanolamine/phosphocholine phosphatase (Homo sapiens), Q8TCT1; recombinant PHOSPHO1, absorbance phosphatase assay; inhibition, % at 13.3 µM; actives 1.1% (n = 290,000); in the data active means inhibition above about 60%
Target sequence (Q8TCT1 whole entry, looked up): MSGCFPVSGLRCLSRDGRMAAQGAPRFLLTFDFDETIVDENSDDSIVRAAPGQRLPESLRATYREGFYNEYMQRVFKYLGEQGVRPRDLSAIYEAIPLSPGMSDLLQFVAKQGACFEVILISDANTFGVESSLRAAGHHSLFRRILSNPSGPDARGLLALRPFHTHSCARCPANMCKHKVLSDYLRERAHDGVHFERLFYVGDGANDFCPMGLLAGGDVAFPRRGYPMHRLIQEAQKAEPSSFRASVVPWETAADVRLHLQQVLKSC
Active calls of the source: *; [ ] = dose if it differs, or a comment.

CC(=O)n1cc(/C=N/NC(=O)c2ccccc2Cl)c2ccccc21 was read as IDE inh 0, IDE act 5, CRFR2-BP antag -17, p-CIP stab down 4, CRFBP-R2 agonist -0.2, MEKK3 PB1 HTS 105, CHRM4 PAM 0 and PHOSPHO1 block 31.
For COC(=O)N/N=C/c1cc(Cl)cc(Cl)c1OCc1ccccc1 the results were IDE inh 5, IDE act 1, CRFR2-BP antag -3, p-CIP stab down -3, CRFBP-R2 agonist -1.6, MEKK3 PB1 HTS 108, GalR3 antag -1, CHRM4 PAM 6 and PHOSPHO1 block 21.
`C=CCOc1c(Br)cc(CNc2nccs2)cc1OC` gave IDE inh 6, IDE act 6, CRFR2-BP antag 27, p-CIP stab down 2, CRFBP-R2 agonist -2.9, MEKK3 PB1 HTS 106, GalR3 antag -4, CHRM4 PAM 1 and PHOSPHO1 block -7.
Screening COc1ccc2cc(CCNC(=O)C3CC3)c(=O)[nH]c2c1 returned IDE inh -1, IDE act 5, CRFR2-BP antag 12, p-CIP stab down -22, CRFBP-R2 agonist -2.2, GalR3 antag 1, CHRM4 PAM 4 and PHOSPHO1 block -15.
COc1ccc(/C(O)=C2/C(=O)C(=O)N(CCCN3CCOCC3)C2c2ccc(Cl)cc2)cc1 (stereo unspecified) was read as CRFR2-BP antag -4, CRFBP-R2 agonist -1.9, GalR3 antag -6 and CHRM4 PAM 2.
For CCN(CC(=O)Nc1c(F)cccc1F)C(=O)c1cc(C)oc1C the results were IDE inh 1, IDE act -1, CRFR2-BP antag -3, CRFBP-R2 agonist 0.3, GalR3 antag -3 and CHRM4 PAM -4.
For COc1ccc(NC(=O)Nc2ccc3oc(C)nc3c2)cc1 the results were IDE inh 6, IDE act -5, CRFR2-BP antag 14, p-CIP stab down -11, CRFBP-R2 agonist -2.2, MEKK3 PB1 HTS 87, GalR3 antag -1, CHRM4 PAM 8 and PHOSPHO1 block 44.
Screening Cc1cccc(C)c1NC(=O)C(NC(=O)c1ccccn1)c1ccccc1[N+](=O)[O-] (stereo unspecified) returned IDE inh 6, IDE act -2, CRFR2-BP antag 4, p-CIP stab down -8, CRFBP-R2 agonist -2.0, MEKK3 PB1 HTS 120, GalR3 antag -3, CHRM4 PAM 1 and PHOSPHO1 block 2.
For O=C1c2ccccc2COc2ccc(O)cc21 the results were IDE inh 0, IDE act -4, CRFR2-BP antag 17, p-CIP stab down -5, CRFBP-R2 agonist 4.3, MEKK3 PB1 HTS 101, GalR3 antag -2, CHRM4 PAM -6 and PHOSPHO1 block 34.
Screening CCOc1ccccc1C(=O)Nc1ccc(C(=O)c2ccccc2)cc1 returned IDE inh -1, IDE act -1, CRFR2-BP antag 11, p-CIP stab down -8, CRFBP-R2 agonist 0.5, MEKK3 PB1 HTS 103, GalR3 antag -9, CHRM4 PAM -10 and PHOSPHO1 block 19.
Screening Cc1ccc(S(=O)(=O)N(C)c2ccccc2)cc1 returned IDE inh 7, IDE act 1, CRFR2-BP antag -8, p-CIP stab down -8, CRFBP-R2 agonist -0.2, MEKK3 PB1 HTS 107, GalR3 antag -1, CHRM4 PAM 3 and PHOSPHO1 block 9.
For COc1ccc(-c2cnn3cc(-c4cccc(Cl)c4)cnc23)cc1 the results were IDE inh -3, IDE act 6, CRFR2-BP antag -14, p-CIP stab down -1, CRFBP-R2 agonist -0.3, MEKK3 PB1 HTS 99, GalR3 antag -13, CHRM4 PAM 1 and PHOSPHO1 block 28.
`C/C(=N\NC(=O)C1CC1)c1ccc(C(C)(C)C)cc1` gave IDE act 1, CRFR2-BP antag -20, p-CIP stab down -12, CRFBP-R2 agonist 1.9, MEKK3 PB1 HTS 99, GalR3 antag -4, CHRM4 PAM -2 and PHOSPHO1 block 27.
COc1ccc(-c2c3c(cc(C)[n+]2[O-])oc2ccc(OC)cc23)cc1 was read as IDE inh -2, IDE act 0, CRFR2-BP antag -10, p-CIP stab down -5, CRFBP-R2 agonist 1.4, MEKK3 PB1 HTS 104, GalR3 antag -10, CHRM4 PAM -2 and PHOSPHO1 block 17.
`CCN(C(=O)CSc1nc2ccccc2c(=O)n1-c1cccc(C)c1)C1CCS(=O)(=O)C1` (stereo unspecified) gave IDE inh -1, IDE act -3, CRFR2-BP antag 5, p-CIP stab down 1, CRFBP-R2 agonist 1.1, MEKK3 PB1 HTS 99, GalR3 antag -1, CHRM4 PAM -1 and PHOSPHO1 block -10.
For COc1ccc(C(=O)/C=C/N(C)C)cc1OC the results were IDE inh 0, IDE act 6, CRFR2-BP antag 6, p-CIP stab down 3, CRFBP-R2 agonist 0.3, MEKK3 PB1 HTS 99, GalR3 antag 5, CHRM4 PAM -4 and PHOSPHO1 block 25.
Screening O=C(NCCN1C(=O)S/C(=C\c2cccnc2)C1=O)C1=NN(c2ccccc2)C(=O)CC1 returned IDE inh 1, IDE act 0, CRFR2-BP antag -29, p-CIP stab down -4, CRFBP-R2 agonist -4.4, MEKK3 PB1 HTS 99, GalR3 antag -2, CHRM4 PAM -1 and PHOSPHO1 block -56.
`O=C(COc1ccccc1)Nc1ccc(-c2nnc(-c3ccco3)o2)cc1` gave IDE inh 2, IDE act 1, CRFR2-BP antag -6, p-CIP stab down -3, CRFBP-R2 agonist 1.7, MEKK3 PB1 HTS 99, GalR3 antag 1, CHRM4 PAM 0 and PHOSPHO1 block 26.
`CCC(C(=O)c1ccc2ncccc2c1)c1ccccc1` (stereo unspecified) gave IDE inh -1, IDE act -6, CRFR2-BP antag -7, p-CIP stab down -9, CRFBP-R2 agonist -0.7, MEKK3 PB1 HTS 105, GalR3 antag -5, CHRM4 PAM -8 and PHOSPHO1 block 8.
COc1ccc(-c2nn(-c3ccccc3)cc2C(=O)Nc2cccc(S(=O)(=O)NC3=NCCC3)c2)cc1 was read as IDE inh 2, IDE act 4, CRFR2-BP antag -4, CRFBP-R2 agonist 0.8, GalR3 antag -2 and CHRM4 PAM -6.

Pulled one by one from the list above:
For COc1ccc(C(=O)/C=C/N(C)C)cc1OC the results were IDE inh 0, IDE act 6, CRFR2-BP antag 6, p-CIP stab down 3, CRFBP-R2 agonist 0.3, MEKK3 PB1 HTS 99, GalR3 antag 5, CHRM4 PAM -4 and PHOSPHO1 block 25.
`C=CCOc1c(Br)cc(CNc2nccs2)cc1OC` gave IDE inh 6, IDE act 6, CRFR2-BP antag 27, p-CIP stab down 2, CRFBP-R2 agonist -2.9, MEKK3 PB1 HTS 106, GalR3 antag -4, CHRM4 PAM 1 and PHOSPHO1 block -7.
`CCN(C(=O)CSc1nc2ccccc2c(=O)n1-c1cccc(C)c1)C1CCS(=O)(=O)C1` (stereo unspecified) gave IDE inh -1, IDE act -3, CRFR2-BP antag 5, p-CIP stab down 1, CRFBP-R2 agonist 1.1, MEKK3 PB1 HTS 99, GalR3 antag -1, CHRM4 PAM -1 and PHOSPHO1 block -10.
CC(=O)n1cc(/C=N/NC(=O)c2ccccc2Cl)c2ccccc21 was read as IDE inh 0, IDE act 5, CRFR2-BP antag -17, p-CIP stab down 4, CRFBP-R2 agonist -0.2, MEKK3 PB1 HTS 105, CHRM4 PAM 0 and PHOSPHO1 block 31.
For CCN(CC(=O)Nc1c(F)cccc1F)C(=O)c1cc(C)oc1C the results were IDE inh 1, IDE act -1, CRFR2-BP antag -3, CRFBP-R2 agonist 0.3, GalR3 antag -3 and CHRM4 PAM -4.

Later entries:
Screening Cc1cccc(OCCC(=O)NCC(c2ccco2)N2CCCCC2)c1 (stereo unspecified) returned IDE inh 11, IDE act 1, CRFR2-BP antag 0, p-CIP stab down -8, CRFBP-R2 agonist 2.6, MEKK3 PB1 HTS 91, GalR3 antag -5, CHRM4 PAM -1 and PHOSPHO1 block 8.
`O=C(NCc1ccco1)c1cnn2c(C(F)(F)F)cc(-c3cccs3)nc12` gave IDE inh 2, IDE act 3, CRFR2-BP antag -20, p-CIP stab down -16, CRFBP-R2 agonist -3.8, MEKK3 PB1 HTS 106, GalR3 antag 1, CHRM4 PAM -7 and PHOSPHO1 block 1.
COC(=O)c1sccc1NC(=S)Nc1ccc(OC)cc1 was read as IDE inh 2, IDE act -1, CRFR2-BP antag 3, p-CIP stab down 0, CRFBP-R2 agonist 0.2, MEKK3 PB1 HTS 108, GalR3 antag -4, CHRM4 PAM 5 and PHOSPHO1 block -16.
For COc1cc(C(=O)NCc2ccncc2)cc(Br)c1OCc1ccccc1 the results were IDE inh -8, IDE act 1, CRFR2-BP antag -10, p-CIP stab down -9, CRFBP-R2 agonist 0.5, MEKK3 PB1 HTS 100, GalR3 antag -9, CHRM4 PAM -10 and PHOSPHO1 block 39.
For CCOc1ccccc1Oc1nc(-c2ccccc2O)nc2ccccc12 the results were IDE inh 4, IDE act 2, CRFR2-BP antag -6, p-CIP stab down -8, CRFBP-R2 agonist 1.9, MEKK3 PB1 HTS 102, GalR3 antag -1, CHRM4 PAM -1 and PHOSPHO1 block 37.
For COCCN(C(=O)CCC(=O)Nc1ccccn1)C(C(=O)NC1CCCC1)c1ccc(OC)cc1 (stereo unspecified) the results were IDE inh 3, IDE act 3, CRFR2-BP antag 5, p-CIP stab down 4, CRFBP-R2 agonist -0.3, MEKK3 PB1 HTS 119, GalR3 antag -5, CHRM4 PAM 0 and PHOSPHO1 block -32.
For CCC(C(=O)NC(C)(C)C)N(C(=O)Cn1nnc(-c2ccccc2F)n1)c1cccc2c1CCCC2 (stereo unspecified) the results were IDE inh -1, IDE act 5, CRFR2-BP antag -29, p-CIP stab down -19, CRFBP-R2 agonist 0.6, MEKK3 PB1 HTS 102, GalR3 antag -2, CHRM4 PAM 2 and PHOSPHO1 block 6.
Screening c1ccc2nc3ccccc3nc2c1 returned IDE inh -4, IDE act 0, CRFR2-BP antag -3, p-CIP stab down 24, CRFBP-R2 agonist 0.9, MEKK3 PB1 HTS 46*[inhibitor], GalR3 antag -5, CHRM4 PAM 9 and PHOSPHO1 block -4.
For COC(=O)c1ccc(NC(=S)NC2CC(C)(C)NC(C)(C)C2)cc1 the results were IDE inh -1, IDE act 3, CRFR2-BP antag -17, p-CIP stab down 1, CRFBP-R2 agonist 1.3, MEKK3 PB1 HTS 93, GalR3 antag -1, CHRM4 PAM 9 and PHOSPHO1 block 3.
Screening COc1ccc(C(=O)/C=C/c2ccc(O)cc2)c(O)c1C/C=C(\C)CCC=C(C)C returned IDE inh -1, IDE act 4, CRFR2-BP antag 1, CRFBP-R2 agonist 0.7, GalR3 antag -6 and CHRM4 PAM 13.
For CN1CCN(C(=O)c2ccc3c(c2)OCCO3)CC1 the results were IDE inh 5, IDE act 14, CRFR2-BP antag 0, p-CIP stab down -5, CRFBP-R2 agonist 1.8, MEKK3 PB1 HTS 98, GalR3 antag -2, CHRM4 PAM 1 and PHOSPHO1 block 7.

Screening data: PubChem, several laboratories
